TLR4-MyD88 BLA – inhibitors of human TLR4-MyD88 binding. inhibition, % at 8.4 µM. HeLa CL3-4 TLR4/MyD88 BLA complementation, FRET ratio. O00206+Q99836. 200,000 compounds, 0.18% hits; in the data active = inhibition above about 25%;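 also: 0% = vehicle and 100% = reference inhibitor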
Diaph act CS – activates diaphorase or chemically reduces, flagging diaphorase assay artifacts; Diaphorase/resazurin coupled assay, resorufin fluorescence, 16 min; active compounds read high; 1 = vehicle wells, 0 = NADH-free wells; activation factor at 20 µM; 190,000 compounds, 0.005% hits; AID 1229;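 active = diaphorase activity raised at least twofold by the compound at 20 µM; inactive = activation factor below 2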
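Measured by – red resorufin fluorescence at 544/590 nm excitation/emission · Test system – Clostridium kluyveri diaphorase, purified enzyme · Incubation – reaction time 16 min, room temperature · Buffer or medium – 50 mM HEPES pH 7.4 with 4.542 mM MgCl2, 0.005% Tween 20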
NF-kB expr up – NF-kB expression increase, human neuronal cells | NF-kB reporter expression; active compounds read high | fold change at 12.5 µM | 190,000 compounds, 1.6% hits; in the data active = fold change above about 3.3
FLuc act counter – affects firefly luciferase, flagging false hits in luciferase stimulation screens. P08659. AID 1027. activation factor at 10 µM. 200,000 tested, under 10 active. ATPlite luciferase biochemical, luminescence, 10 min; 0 = ATP-free wells, 1 = DMSO control;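 active = luciferase activation factor, scaled between plate controls, of at least 2 with compound at 10 µM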
Target sequence (P08659 whole entry, looked up): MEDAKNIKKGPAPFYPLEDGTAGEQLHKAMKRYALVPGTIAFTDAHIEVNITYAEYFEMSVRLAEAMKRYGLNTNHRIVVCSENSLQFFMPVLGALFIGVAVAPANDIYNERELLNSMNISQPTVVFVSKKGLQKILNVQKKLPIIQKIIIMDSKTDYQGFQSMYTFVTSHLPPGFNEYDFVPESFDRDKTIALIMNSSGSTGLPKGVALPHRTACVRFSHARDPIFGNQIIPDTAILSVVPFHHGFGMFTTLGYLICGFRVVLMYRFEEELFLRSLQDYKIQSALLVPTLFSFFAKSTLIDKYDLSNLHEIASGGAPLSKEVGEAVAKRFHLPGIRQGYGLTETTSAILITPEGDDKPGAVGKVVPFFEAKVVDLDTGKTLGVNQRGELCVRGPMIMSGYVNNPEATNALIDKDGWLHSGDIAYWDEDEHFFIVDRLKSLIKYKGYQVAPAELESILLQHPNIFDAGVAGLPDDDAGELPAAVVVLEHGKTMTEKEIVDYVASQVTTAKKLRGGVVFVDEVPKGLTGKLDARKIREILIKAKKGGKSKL
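Assay system: Luciferase/luciferin detection reagent, cell-free biochemical luciferase assay / Also added: ATP substrate / Schedule: 10 min at ambient temperature / Measured by: luminescence measurement of luciferase light output / Benchmarks: low control with PBS replacing ATP, high control enzyme plus ATP without compound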
APP 5'UTR act – activates APP 5'UTR luciferase reporter; SH-SY5Y APP 5'UTR luciferase reporter, luminescence; zero percent = DMSO vehicle wells; activation, % at 2 µM; 190,000 compounds, 1% hits;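 active = activation above a set limit, based on mean plus 3 SD of controls, cut at about 140% in these data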; also: values of inactives mirror those of a sister screen read the other way
G6PDH counter – counter-screen for G6PDH assay hits: L. mesenteroides G6PDH inhibition | Purified L. mesenteroides G6PDH, diaphorase/resazurin coupled fluorescence, 45 min | inhibition, % at 5 µM | 200,000 compounds, 0.12% hits | AID 1020; in the data active = inhibition above about 50%
Diaphorase inh – diaphorase inhibition or chemical oxidation counter-screen; inhibition, % at 20 µM; diaphorase resazurin-to-resorufin fluorescence, NADH, 16 min; bacterial (C. kluyveri) enzyme, not human; AID 1217; 190,000 compounds, 0.69% hits;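 active = primary screen inhibition at 20 µM above a set limit, cut at about 50% in these data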;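 also: plate controls were DMSO with full reaction for no effect and wells lacking NADH for full effect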
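Test system: bacterial diaphorase enzyme (C. kluyveri); Quantity: 0.14 U/mL diaphorase, enzyme working solution; Times: reaction incubation of 16 min at room temperature; Measured by: fluorescence of resorufin formed from resazurin, Ex 544/Em 590 nm; Benchmarks: positive control minus NADH, DMSO neutral control.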
FLuc inhib CS – inhibits firefly luciferase, flagging false hits in luciferase inhibition screens | ATPLite firefly luciferase biochemical luminescence, 10 min | inhibition, % at 10 µM | 200,000 compounds, 1.5% hits;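 active = inhibition above about 50% when tested at 10 µM, limit read from the data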
STAT1 act – activators of IFN-gamma induced STAT1 signaling | NIH 3T3 STAT1-luciferase reporter, luminescence; 100% = IFN-gamma alone, no compound | activation (% of control), % at 5.5 µM | 200,000 compounds, 2.6% hits;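 active = activation above the screen-wide mean activation plus 3 SD, cut at about 130% in these data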;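 also: raw ratio to IFN-gamma control signal so 100% means no change and 0% no light; values of inactives mirror those of a sister screen read the other way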
APP 5UTR inh – APP translation inhibition. SH-SY5Y APP 5'UTR-luciferase reporter, luminescence. inhibition, % at 2 µM. 190,000 compounds, 0.82% hits;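 active = inhibition above a set limit, derived from the sample mean plus 3 SD, cut at about 45% in these data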; also: values of inactives mirror those of a sister screen read the other way
* hit, by the source's call; x = no result given.

The opening 4 entries (preview)
SMILES	TLR4-MyD88 BLA	Diaph act CS	NF-kB expr up	FLuc act counter	APP 5'UTR act	G6PDH counter	Diaphorase inh	FLuc inhib CS	STAT1 act	APP 5UTR inh
C/C(=N\NC(=O)CNc1cccc2ccccc12)c1ccccc1	-15.5	0.9	1.23	1	19.4	3.7	11.8	-4.8	98.3	-19.4
CC(NC(=O)C1CCC1)c1ccc(Br)cc1 (centres undefined)	2.8	1	0.92	1	-1.8	1.5	4.9	-3.5	103.0	1.8
Cc1ccc(C(=O)N2N=C(CC(C)C)CC2(O)C(F)(F)F)o1 (centres undefined)	-1.0	1	1.36	1.1	3.9	5.9	-4.2	-9.3	95.8	-3.9
Cc1cc(C)nc(SC2CCOC2=O)n1 (centres undefined)	-7.0	0.9	1.48	1.1	17.4	11.8	6.3	-8.8	99.5	-17.4

The list itself, from the first entry:
SMILES	TLR4-MyD88 BLA	Diaph act CS	NF-kB expr up	FLuc act counter	APP 5'UTR act	G6PDH counter	Diaphorase inh	FLuc inhib CS	STAT1 act	APP 5UTR inh
C/C(=N\NC(=O)CNc1cccc2ccccc12)c1ccccc1	-15.5	0.9	1.23	1	19.4	3.7	11.8	-4.8	98.3	-19.4
CC(NC(=O)C1CCC1)c1ccc(Br)cc1 (centres undefined)	2.8	1	0.92	1	-1.8	1.5	4.9	-3.5	103.0	1.8
Cc1ccc(C(=O)N2N=C(CC(C)C)CC2(O)C(F)(F)F)o1 (centres undefined)	-1.0	1	1.36	1.1	3.9	5.9	-4.2	-9.3	95.8	-3.9
Cc1cc(C)nc(SC2CCOC2=O)n1 (centres undefined)	-7.0	0.9	1.48	1.1	17.4	11.8	6.3	-8.8	99.5	-17.4
COC(=O)c1ccc(N)cc1O	5.0	0.9	1.03	1	-9.2	0.2	11.0	-3.4	89.2	9.2
C=CCN1C(=O)C(CC(=O)Nc2ccc(OC)cc2)SC1=Nc1ccc(S(N)(=O)=O)cc1 (centres undefined)	-7.5	0.9	0.61	1.1	14.2	1.4	5.0	-5.1	107.1	-14.2
O=C(NC1CCCCC1)C(c1ccncc1)N(C(=O)Cn1nnc(-c2cccs2)n1)C1CCCC1 (centres undefined)	3.0	0.9	1.25	1	10.8	5.3	10.9	-1.8	101.7	-10.8
CN1CCN(C(=O)c2cc(Cl)cc(Cl)c2NC(=O)c2ccco2)CC1	2.8	1	1.04	1.1	13.8	9.9	1.9	-8.2	99.6	-13.8
CCOC(=O)c1c(NC(=O)/C=C/C(=O)O)sc(C)c1-c1ccc(C)c(C)c1	-1.1	0.8	1.17	1	-16.0	8.6	21.2	-2.7	105.3	16.0
COCCN(CCOC)C(=S)Nc1ccccc1Cl	5.7	1.1	1.09	1	1.3	-4.3	-6.9	-3.0	91.7	-1.3
CCOC(=O)c1cnc(-c2ccccc2O)nc1Cl	-1.0	1	1.18	1	17.3	7.8	4.4	-0.4	113.6	-17.3
CCn1cc(C(=O)O)c(=O)c2cc(S(=O)(=O)N(C)C)ccc21	-6.2	0.8	1.1	1	-8.5	6.1	18.9	-4.7	97.6	8.5
O=C(CCSCCC(=O)N1CCCC1)N1CCCC1	0.9	1	0.89	1.1	-6.6	10.2	1.1	-8.0	107.4	6.6
Cc1c(Cl)cccc1NC(=S)N(Cc1ccco1)C(C)c1ccccn1 (centres undefined)	-3.2	0.9	0.82	1	-1.9	5.0	11.6	-4.0	97.7	2.0
OCCC1CN(Cc2c(F)cccc2Cl)CCN1C1CCCC1 (centres undefined)	-6.9	0.9	1.2	1	-11.9	-3.7	6.7	-0.6	104.2	11.9
O=C(CCCN1C(=O)CCC1=O)Nc1ccc2c(c1)OCCO2	3.6	0.9	1.07	1	-5.8	9.3	10.9	-2.3	94.5	5.8
N/C(=N\OC(=O)c1ccc(Cl)c([N+](=O)[O-])c1)c1ccccn1	-11.7	0.9	1.79	0.7	25.0	2.0	7.7	26.0	98.7	-25.0
CCc1ccc(-n2c(C)n[nH]c2=S)cc1	3.5	0.9	1.2	1	9.8	5.1	13.3	1.9	90.4	-9.8
COc1ccc(OCC(=O)Nc2ccc3c(c2)nc2n3CCSC2)cc1	-7.7	0.8	1.05	1	-9.1	0.0	19.0	-3.5	102.1	9.1
CC(C(=O)N1CCOCC1)N1C(=O)c2ccccc2C1=O (centres undefined)	11.3	1.1	0.96	1.1	-10.3	3.4	-9.0	-5.4	110.5	10.3
O=C(COc1ccccc1)NNc1nc2c(F)cccc2s1	-15.1	1.1	0.84	1	17.0	1.7	-12.2	-2.2	93.5	-17.0
CCc1nnc(NC(=O)COc2ccc(N(C)S(=O)(=O)c3ccc(C)cc3)cc2)s1	1.5	1.1	1.21	1	1.4	10.0	-9.0	0.3	97.1	-1.4
O=S(=O)(CCOc1ccccc1)c1nc2ccccc2[nH]1	7.5	1	1.99	1	14.3	11.3	4.2	3.4	97.5	-14.3
CC1CCCN(Cc2c(O)ccc3c(=O)c(-c4nc5ccccc5s4)c(N)oc23)C1 (centres undefined)	-6.3	0.9	0.72	0.9	9.8	-0.9	12.9	9.4	113.7	-9.8
COCC(=O)Nc1ccc(OCc2ccccc2)cc1	-0.3	0.9	1.74	0.8	22.4	-1.3	11.1	17.3	130.8*	-22.4
CNC(=O)c1nnc(Cc2ccc(Cl)cc2)o1	-12.3	0.8	1.1	1	6.4	-1.5	15.7	-3.4	88.3	-6.4
COc1ccc(CC(=O)N2CCN(C(=O)c3ccco3)CC2)cc1	-20.2	0.9	1.36	1.1	-7.0	0.9	6.7	-5.2	98.9	7.0
COc1ccc2c3c(cccc13)C(=O)N(O)C2=O	1.2	0.8	7.09*	1	-9.7	29.2	19.5	-0.4	97.5	9.7
O=C(Nc1nnc(-c2ccccc2SCc2ccccc2F)s1)Nc1ccccc1F	9.7	1	1.9	1.1	-1.7	-5.2	1.7	-8.8	97.4	1.7
COC(=O)c1ccc(NC(=O)Nc2ccc(F)cc2F)cc1	3.5	1	2.15	0.9	70.5	-4.3	2.5	13.8	113.7	-70.5
CSc1cccc(NC(=O)COc2ccccc2)c1	-9.1	0.8	1.05	0.9	7.0	12.5	23.3	5.3	98.7	-7.0
C=CCOc1ccc(CNn2cn[nH]c2=S)cc1OC	12.1	1	1.15	1	6.1	14.9	-0.4	-4.6	108.1	-6.1
O=C(NCCn1cc(SCc2ccccc2F)c2ccccc21)c1c(F)cccc1F	17.6	0.8	1.09	1.1	39.2	7.2	18.3	-9.3	91.2	-39.2
Cn1c(=O)c2[nH]c(-c3ccccc3Cl)c(O)c2n(C)c1=O	-1.9	0.9	0.93	1	-6.8	7.3	6.4	-3.7	91.4	6.8
CC(=O)Nc1cccc(OCc2ccc(F)cc2)c1	-4.9	0.9	1.31	1	1.0	-2.5	10.8	-0.6	104.4	-1.0
Cc1ccccc1NC(=S)NC12CN3CN(CN(C3)C1)C2	-4.5	0.8	1.58	1.1	8.2	-3.1	19.2	-6.9	94.2	-8.2
c1ccc2[nH]c(CN3CCN(c4ncnc5c4oc4ccccc45)CC3)nc2c1	1.5	0.8	0.16	1.1	3.2	-1.5	23.8	-6.3	94.5	-3.2
C/C(=N\NC(=O)C(=O)Nc1ccc(C)c(Cl)c1)c1ccncc1	-3.1	0.9	0.99	1	4.2	-4.7	7.9	-0.1	90.4	-4.2
Cc1cc(=O)n2nc(N3CCC(C(=O)NC(C)c4ccccc4)CC3)sc2n1 (centres undefined)	-1.8	0.9	0.9	1	-0.7	-10.1	6.9	-4.5	100.9	0.7
O=C(CCc1ccc(S(=O)(=O)N2CCOCC2)cc1)N1CCCC1	2.4	1	0.95	1	13.4	1.2	3.8	-2.4	100.3	-13.4
COc1ccc(N2CCN(C(=O)CSc3nnc4c5cc(C)ccc5n(C)c4n3)CC2)cc1	-6.1	0.8	0.64	1.1	-16.1	8.3	20.9	-6.8	102.0	16.1
O=C(COC(=O)c1ccc(Cl)c(S(=O)(=O)N2CCc3ccccc3C2)c1)Nc1ncc(Cl)cc1Cl	5.8	0.9	1.35	1	-0.5	6.2	14.1	-3.7	96.5	0.5
COc1ccc(OC)c(-n2c(=S)[nH]c3cc(C(=O)N4CCN(c5ccccc5)CC4)ccc3c2=O)c1	2.6	0.7	1.19	1.1	-15.8	-2.8	28.3	-5.0	90.6	15.8
COc1ccc(CCNC(=O)CSc2nc3[nH]ncc3c(=O)n2-c2cccc(C(F)(F)F)c2)cc1OC	3.9	0.9	1.1	1	23.3	8.3	14.8	-0.1	100.0	-23.3
CN1C(=O)C2(C(C#N)=C(N)Oc3n[nH]c(-c4ccc(Cl)cc4)c32)c2ccccc21 (centres undefined)	-0.9	0.8	1.17	1	17.6	9.5	19.7	-4.1	110.5	-17.6
Cc1c(NC(=O)c2cc(C(C)C)on2)c(=O)n(-c2ccccc2)n1C	-0.9	0.9	1.39	1	3.9	1.3	8.2	-3.5	89.4	-3.9
CCN1CNC(=S)N(c2cc(C)ccc2C)C1	-0.9	0.9	0.92	1	1.4	11.5	9.4	-0.6	93.7	-1.4
COc1ccc(N2CCN(C(=O)c3ccc(Cl)c(S(=O)(=O)N4CCCC4)c3)CC2)cc1	1.6	0.9	0.94	1.1	-14.1	2.9	14.6	-6.3	88.1	14.1
COc1ccc(CC(NC(C)=O)C(=O)NC2CCN(c3nnnn3-c3ccccc3)CC2)cc1 (centres undefined)	9.8	0.9	1.23	1.1	9.8	-0.2	13.1	-7.9	103.3	-9.8
COc1ccc(C(=O)NC(C(=O)NCCc2ccc3c(c2)OCCO3)C(C)C)cc1 (centres undefined)	-0.5	1	1.16	1	7.4	5.1	4.9	-3.1	100.6	-7.4
The results go on.
SMILES	TLR4-MyD88 BLA	Diaph act CS	NF-kB expr up	FLuc act counter	APP 5'UTR act	G6PDH counter	Diaphorase inh	FLuc inhib CS	STAT1 act	APP 5UTR inh
CC1CCCc2sc3nc(N4CCN(CCO)CC4)n4ncnc4c3c21 (centres undefined)	-0.3	0.8	0.93	1.1	0.6	-0.7	19.9	-6.1	103.8	-0.6
Cc1c(C(=O)N2CCN(c3ccc(C(F)(F)F)cn3)CC2)oc2ccccc12	4.8	0.7	1.06	1.1	0.2	5.0	27.3	-6.5	106.2	-0.2
COc1ccc(CC(C(=O)Nc2cc(C)ccc2C)/C(N)=N/O)cc1 (centres undefined)	5.4	0.9	1.24	1.1	6.1	-3.8	10.9	-8.3	104.5	-6.1
COC(=O)c1sc(NC(=O)CSc2nnnn2-c2cccc(OC)c2)nc1C	-1.9	1	1.09	1	-2.3	-5.4	4.1	-4.7	98.4	2.3
COc1cc2c(cc1OC)-c1nncn1C(C)(C)C2	-2.7	0.9	1.17	1	-8.4	17.1	5.6	2.9	99.8	8.4
C=CCOc1ccc(/C(O)=C2\C(=O)C(=O)N(CCN(C)C)C2c2cccs2)cc1 (centres undefined)	10.8	1	1.55	1.1	3.3	15.3	-2.8	-8.5	106.7	-3.3
COC(=O)c1ccc(-c2noc(CN(Cc3ccncc3)CC3CCCO3)n2)cc1 (centres undefined)	-6.5	x	1.01	1	-9.8	12.6	x	-0.3	94.2	9.8
CCC(C)(C)C1CCc2c(sc(NC(=O)c3ccoc3C)c2C(N)=O)C1 (centres undefined)	-20.1	1	0.91	0.9	-2.9	10.6	4.2	6.9	101.8	2.9
